KOR beta-arrestin-1: KOR agonists, beta-arrestin recruitment, primary screen, cell-based, luminescence, uHTS (AID 1777). KOR beta-arrestin recruitment, luminescence; higher % means a stronger effect. actives 0.02% (n = 280,000). Kappa-type opioid receptor (Homo sapiens). activation, % at 10 µM, or EC50 in µM where a hit was titrated; in the data active = activation above about 50%, passing the limit was not always enough; note: a part of the inactive calls stands beside numbers as strong as those of hits
GPR55 activation: GPR55 agonists via beta-arrestin recruitment, primary screen, imaging, U2OS cells, beta-arrestin-GFP redistribution (AID 1961); G-protein coupled receptor 55 (Homo sapiens); actives 0.048% (n = 290,000); U2OS GPR55 beta-arrestin-GFP redistribution imaging; higher % means a stronger effect; one-dose activation, % at 10 µM; EC50 in µM for titrated hits;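 active = activation above 40% with more than 50 cells counted in the well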;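 note: U2OS osteosarcoma cells stably expressing GPR55 and beta-arrestin-GFP; plate controls were DMSO negative control for no effect and LPI positive control for full effect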
Myeloid diff MLP: induction of myeloid progenitor differentiation, primary screen, cell-based, flow cytometry, MLPCN library. ER-HoxA9 myeloid progenitors, lysozyme-GFP differentiation. calls only at 10 µM. actives 1% (n = 360,000). AID 624256, 2012;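 active = normalized GFP-positive differentiation at or above the plate's own cutoff, the solvent-only control mean plus 3 SD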;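 note: cells exposed to compound for four days before flow analysis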
T cell modulator: modulators of CD8 T cell-vesicle binding, primary screen, mouse 2C CD8+ T cells, flow cytometry; 2C CD8+ T cell-vesicle binding; active compounds read low; calls only at 7 µM; actives 0.068% (n = 330,000);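 active = response, share of CD8 T cells binding vesicles, and their 90th percentile fluorescence all below set limits, cut at about 80% in these data, passing the limit was not always enough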
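material = purified 2C TCR transgenic mouse naive CD8+ T cells | controls = Unloaded micro-vesicles (low), QL9 vesicles with 0.7% DMSO (high) | detection = cytometric PE anti-B7-1 and Alexa647 anti-CD8 signals after 1% paraformaldehyde fixation | incubation = binding step 1.5 h, 37 °C, antibody labelling 20 min, ice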
NOD2 inhibition: NOD2 signaling inhibitors, cell-based, luminescence, uHTS, HEK293 (AID 1566). HEK293 NOD2/NF-kB luciferase reporter, luminescence; higher % means a stronger effect. inhibition, % at 4 µM, or EC50 in µM where a hit was titrated. actives 0.63% (n = 290,000); note: many of its hits are not listed in these tables
GPR55 LPI antagonism: GPR55 antagonists blocking LPI-driven arrestin recruitment, primary screen, imaging, U2OS, beta-arrestin-GFP, LPI agonist (AID 2013); actives 0.13% (n = 290,000); G-protein coupled receptor 55 (Homo sapiens); inhibition, % at 10 µM; hits with a dose series show IC50 in µM; U2OS GPR55 beta-arrestin-GFP translocation imaging, LPI antagonism; higher % means a stronger effect;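 active = spots per cell inhibited over 60%, with over 100 cells counted and total cytoplasm intensity under 500,000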;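 note: U2OS cells stably carrying GPR55 and arrestin-GFP stimulated by 5 µM LPI near EC80; imaged beta-arrestin-GFP aggregate spots per cell after agonist stimulation; plate controls were LPI-stimulated DMSO wells for no effect and DMSO wells without LPI for full effect; some results filed as inactive read as strong as hits; confirmed hits need IC50 under 10 µM and bright autofluorescent wells are also inconclusive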
NOD1 NF-kB reporter: NOD1 signaling inhibitors, primary screen, cell-based, luminescence, uHTS (AID 1578); one-dose inhibition, % at 4 µM; EC50 in µM for titrated hits; NOD1-driven NF-kB luciferase reporter cells, luminescence; higher % means a stronger effect; actives 1% (n = 290,000); in the data active = inhibition mostly above about 36%, no sharp cut-off; inactive = mostly below about 34%;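 note: HEK-293T reporter cells stimulated with the NOD1 agonist gamma-tri-DAP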
KOR beta-arrestin-2: KOR antagonists, beta-arrestin recruitment, cell-based, luminescence, uHTS (AID 1778). Kappa-type opioid receptor (Homo sapiens). KOR beta-arrestin recruitment, luminescence, antagonist mode; higher % means a stronger effect. inhibition, % at 10 µM; hits with a dose series show IC50 in µM. actives 0.091% (n = 290,000); note: strong numbers were not always called active
NTR1 agonist: agonists of NTR1, primary screen, imaging, U2OS cells, beta-arrestin-GFP, high content (AID 493036) | Neurotensin receptor type 1 (Homo sapiens), P30989 | NTR1-U2OS beta-arrestin-GFP spot imaging, agonist mode | activation, % at 20 µM | actives 0.17% (n = 330,000);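 active = activation at or above 40% of the spot to cytoplasm intensity ratio, with at least 20 cells analyzed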;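 note: 0% = DMSO without peptide and 100% = 100 nM NTR1 peptide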
Target sequence (P30989 whole entry, looked up): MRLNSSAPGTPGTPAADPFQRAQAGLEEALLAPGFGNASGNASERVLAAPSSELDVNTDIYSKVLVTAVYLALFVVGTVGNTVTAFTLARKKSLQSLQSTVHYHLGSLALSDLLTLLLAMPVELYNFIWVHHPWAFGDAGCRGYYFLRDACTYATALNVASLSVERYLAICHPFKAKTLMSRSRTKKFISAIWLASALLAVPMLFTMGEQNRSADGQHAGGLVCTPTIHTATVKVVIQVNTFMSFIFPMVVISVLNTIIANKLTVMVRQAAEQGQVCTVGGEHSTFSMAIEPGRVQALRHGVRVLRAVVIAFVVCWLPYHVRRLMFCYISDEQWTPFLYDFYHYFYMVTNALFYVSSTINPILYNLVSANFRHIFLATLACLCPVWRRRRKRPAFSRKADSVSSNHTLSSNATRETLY
T cell modulator vesicle-bound %: further read-out of T cell modulator, marked with its call; double positive events, %; measured here: CD8+ vesicle-bound cell fraction;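 binding gate set so that unloaded-vesicle control wells show 10% double positive cells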
NTR1 agonist cell count 20 µM: further read-out of NTR1 agonist, marked with its call; cell count; measured here: cell count, cytotoxicity flag
Myeloid diff MLP GFP+ MAC1+ %: second read-out of Myeloid diff MLP, no call of its own (marks repeat the call); GFP+ MAC1+ double positive, %; measured here: differentiation confirmed by MAC1 staining
An asterisk follows results filed as active; i = inactive; . = no result given; [ ] = remark or other dose. Cut-off read from the data, not from the text of the source, unless noted: active = inhibition above about 50%; inactive = the rest.

SMILES	KOR beta-arrestin-1	GPR55 activation	Myeloid diff MLP	Myeloid diff MLP GFP+ MAC1+ %	T cell modulator	T cell modulator vesicle-bound %	NOD2 inhibition	GPR55 LPI antagonism	NOD1 NF-kB reporter	KOR beta-arrestin-2	NTR1 agonist	NTR1 agonist cell count 20 µM
CCOc1ccc(OCc2cccc(C(=O)N(CC)CC)c2)cc1	-8.2%	0.3%	i	0.2	i	52	-158%	12%	-60%	-4%	-0.1	81
CCc1ccccc1N1CC23C=CC(O2)C(C(=O)O)C3C1=O (configuration not stated)	-1.4%	0.2%	i	5.6	i	25	0%	4%	2%	-44%	-1.7	46
COC(=O)c1ccc(-n2c(C)cc(C(=O)COC(=O)CC3Sc4ccccc4NC3=O)c2C)cc1 (configuration not stated)	11%	0.1%	i	1.1	i	13	7%	0%	-15%	-47%	0.2	46
CCn1cc(/C=N\NC(=O)Cc2ccc(Cl)cc2)cn1	0.1%	-0.2%	i	0.2	i	11	4%	-6%	-24%	0%	1.2	64
CN(Cc1cccs1)C(=O)COC(=O)CNC(N)=O	-3.4%	0.7%	i	1.5	i	44	8%	13%	-13%	-15%	0.8	54
COc1ccc(CCNC(=O)C2CC3Cn4c(nc5ccccc54)C3N2C)cc1 (configuration not stated)	-1.7%	-0.1%	i	0.9	i	29	19%	3%	-2%	5%	-3.0	60
CC(=O)Nc1ccc2c(CSc3nncs3)cc(=O)oc2c1	0.4%	0.8%	i	0.4	i	59	11%	6%	5%	8%	-1.3	47
COc1ccc(N/N=C(/C#N)S(=O)(=O)C(C)(C)C)cc1	-5.3%	-0.6%	i	0.1	i	57	-8%	8%	-25%	8%	0.8	47
CCC(CC)C(=O)N(CCc1ccc(OC)cc1)Cc1nc2ccccc2c(=O)[nH]1	4.5%	-0.1%	i	1.5	i	40	12%	2%	14%	-26%	1.6	49
O=C(Cn1cnc2ccccc21)N/N=C/c1ccc([N+](=O)[O-])cc1	.	-0.2%	i	0.0	i	61	4%	0%	-35%	.	-0.1	83
COc1cccc(NC(=S)NNC(=O)c2c([N+](=O)[O-])c(C)nn2C)c1	-1.9%	0.0%	i	5.5	i	21	7%	13%	0%	8%	1.7	51
Cc1ccc(NC(=O)C2COc3ccccc3O2)nc1 (configuration not stated)	-4.8%	-0.1%	i	0.6	i	31	-68%	6%	-48%	8%	1.8	44
CCSc1ccccc1C(=O)Nc1ccc2c(c1)OCO2	.	-0.1%	i	1.4	i	33	-31%	10%	-32%	2%[20 µM]	-0.4	41
O=C1c2cccnc2C(=O)N1Cc1ccc(F)cc1S(=O)(=O)NCc1ccco1	-1.4%	-0.2%	i	1.2	i	38	3%	2%	-10%	-43%	0.8	61
Cc1ccc(NC(=O)Cc2n[nH]c(=S)n2C)cc1	-4.2%	-0.3%	i	0.3	i	61	2%	14%	-18%	4%	-1.1	62
CNc1nc(-c2ccc(OC)cc2)c(-c2ccc(OC)cc2)s1	-0.8%	0.2%	i	0.3	i	30	-5%	-7%	14%	-20%	2.6	64
CC(C)c1ccc(NC(=O)COc2ccccn2)cc1	-1.8%	0.2%	i	0.5	i	28	-19%	12%	-34%	-6%	-0.3	41
CC1(C)Cc2c(sc3c2c2ncnn2c2nnc(SCC(=O)NCc4ccco4)n32)CO1	4.5%	-0.3%	i	0.5	i	42	-4%	6%	9%	0%	0.8	63
O=C(O)CCCN=C1NC2(CCCC2)Cc2ccccc21	-2.4%	-0.3%	i	1.1	i	30	-8%	-2%	-20%	-35%	-0.6	44
Cc1nc([N+](=O)[O-])c(Sc2nc3ccccc3[nH]2)n1Cc1ccccc1	-2.5%	1.1%	i	1.9	i	56	.	-4%	.	17%	3.8	83
COC(=O)c1ccccc1NC(=O)CSc1nnc(-c2ccoc2C)n1C	-5.5%	0.0%	i	0.6	i	30	16%	9%	2%	22%	-0.1	52
COc1ccc(N2CCN(C(=O)CNC(=O)c3ccc(C(C)(C)C)cc3)CC2)cc1	0.4%	-0.1%	i	0.5	i	33	15%	2%	-1%	23%	-0.2	64
CC1(C)CC(NC(=O)c2cc([N+](=O)[O-])cc([N+](=O)[O-])c2)CC(C)(C)N1	-0.3%	0.4%	i	0.7	i	26	20%	0%	-10%	-27%[20 µM]	1.4	50
O=C(c1ccccc1NS(=O)(=O)c1cccc([N+](=O)[O-])c1)N1CCCC1	-2.6%	-0.1%	i	2.8	i	35	9%	-1%	-4%	14%	0.0	51
CC(=O)N1CCc2c(sc(NC(=O)Cc3ccc(F)cc3)c2C#N)C1	2.0%	-0.2%	i	2.1	i	27	-16%	-12%	-30%	-37%	1.1	51

Additional records
SMILES	KOR beta-arrestin-1	GPR55 activation	Myeloid diff MLP	Myeloid diff MLP GFP+ MAC1+ %	T cell modulator	T cell modulator vesicle-bound %	NOD2 inhibition	GPR55 LPI antagonism	NOD1 NF-kB reporter	KOR beta-arrestin-2	NTR1 agonist	NTR1 agonist cell count 20 µM
CC1=C(C(=O)OCc2ccc([N+](=O)[O-])cc2)N2C(=O)C(NC(=O)Cc3ccccc3)C2SC1 (configuration not stated)	-1.8%	-0.2%	i	0.5	i	50	2%	-27%	4%	15%[20 µM]	-0.6	60
COC(=O)C(NC(=O)c1ccc(F)cc1)(Nc1nc(C)cs1)C(F)(F)F (configuration not stated)	0.1%	-0.1%	i	0.7	i	49	-6%	9%	.	-20%	-0.1	36
CCN1CC2=C(OC(N)=C(C#N)C2c2cccs2)/C(=C\c2cccs2)C1 (configuration not stated)	-3.1%	-0.1%	i	6.4	i	25	23%	13%	18%	11%	2.4	52
Cc1ccc(NC(=O)Nc2ccc(F)cc2)cc1Cl	3.9%	-0.1%	i	0.8	i	46	-63%	-4%	-44%	-60%[20 µM]	2.6	45
O=C(Nc1ccnn1C1CCN(C(=O)c2cnsn2)CC1)c1cccc(F)c1	-0.1%	-0.1%	i	0.9	i	53	-12%	16%	-42%	0%	-0.5	67
Cc1ccc(CNC(=O)/C=C/c2ccc(S(=O)(=O)NCc3ccco3)cc2)cc1	13%	-0.3%	i	0.4	i	22	5%	6%	-11%	-27%	4.0	43
Cc1ccc(-c2nn(-c3ccccc3)cc2C(=O)N2CCN(c3ccccn3)CC2)cc1	-3.0%	0.8%	i	0.5	i	3	4%	1%	-25%	4%	7.4	29
Cc1ccc(C(C)C)c(OCC(=O)NN2C(=O)c3ccccc3C2=O)c1	1.2%	-0.1%	i	0.5	i	32	7%	11%	-22%	-5%	1.0	56
CCN1CCN(C(=O)c2cc(-c3cccnc3)nc3ccc(Br)cc23)CC1	1.4%	0.8%	i	1.0	i	41	0%	12%	-14%	-22%	3.4	66
CCC(C)N(C(=O)c1csnn1)C(C(=O)NC1CCCC1)c1ccc(F)cc1 (configuration not stated)	-2.9%	-0.1%	i	0.3	i	27	-7%	-3%	-20%	-27%	2.1	42
Cc1nc(NN)nc(NCc2ccccc2)n1	-7.3%	-0.1%	i	0.6	i	35	6%	12%	8%	-38%[20 µM]	0.1	50
Cc1ccc(Cl)cc1NC(=O)COC(=O)c1ccc(N2CCCC2)c([N+](=O)[O-])c1	-2.6%	-0.1%	.	.	i	5	5%	12%	-20%	11%	2.1	41
Cc1ccc(-n2c(C)cc(/C=C3/C(=N)N4C(c5ccccc5)=CSC4=NC3=O)c2C)cc1	0.7%	-0.1%	i	0.9	i	25	-12%	0%	0%	32%	-2.3	59
C=CCNC(=O)c1ccc(C2SCC(=O)N2Cc2ccccc2)cc1 (configuration not stated)	1.6%	0.2%	i	0.7	i	41	8%	13%	-19%	-15%	-0.5	52
C=C(C)C1CC=C(C)/C(=N/NC(=O)COc2ccccc2C)C1 (configuration not stated)	2.0%	-0.1%	i	0.8	i	37	1%	0%	-37%	-49%	9.0	59
COc1coc(/C=C/C(=O)O)cc1=O	2.7%	-0.5%	i	0.2	i	42	-9%	6%	30%	-50%	1.8	56
CS(=O)(=O)N(CC(=O)N1CCOCC1)c1ccccc1	-1.7%	-0.3%	i	0.9	i	36	-1%	1%	-33%	-25%	0.3	67
COc1ccc(CCC(=O)OCC(=O)Nc2ccccc2)cc1	2.5%	0.1%	i	5.9	i	17	-6%	-5%	-54%	-24%	1.3	40
COc1cc2c(cc1NC(=O)Cn1cnc3c1c(=O)n(C)c(=O)n3C)oc1ccccc12	.	-0.2%	.	.	.	.	-8%	17%	-12%	.	.	.
COc1ccc(OCCCC(=O)Nc2nncs2)cc1	-3.4%	-0.2%	i	0.9	i	64	12%	8%	-17%	4%	-2.6	91
O=C(COc1ccccc1Br)NCc1ccco1	-2.4%	-0.1%	i	0.8	i	12	-20%	10%	-33%	-6%	-2.6	98
O=C1COc2ccc(-c3csc(NCCc4ccccc4)n3)cc2N1	1.5%	-0.4%	i	0.5	i	38	-10%	4%	-52%	-14%	9.5	68
CCOc1cc(C2C3=C(CC(C)(C)CC3=O)OC3=C2C(=O)CC(C)(C)C3)cc([N+](=O)[O-])c1O	-8.8%	-0.1%	i	0.3	i	44	7%	3%	-26%	12%[20 µM]	-1.2	30
O=C(Nc1cccc(-c2cn3ccsc3n2)c1)c1ccccc1	4.9%	-0.2%	i	0.9	i	35	-5%	-2%	-44%	20%	2.0	53
CCCc1cc(=O)oc2cc(OC(C)C(=O)NC3CC(C)(C)NC(C)(C)C3)ccc12 (configuration not stated)	-9.1%	-0.2%	i	2.4	i	25	2%	13%	-13%	-25%	0.2	62
CCO[C@H]1OC(C(=O)N2CCN(Cc3ccc4c(c3)OCO4)CC2)=C[C@@H](c2ccccc2)[C@@H]1CCCO	1.1%	-0.2%	i	2.1	i	27	-12%	9%	-3%	11%	-1.5	89

High-throughput results as filed in PubChem BioAssay.

These rows are one share of the data (hit frequency here may not be typical).
